RXFP1 antagonist: blocks the human relaxin receptor RXFP1; HEK293-RXFP1, relaxin-stimulated cAMP HTRF, 30 min; hits give low values; 0.59% of 350,000 active; AID 1259400; activity change, negative = inhibition, % at 57.5 µM;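 active = activity change of -60% or lower, but not beyond a set lower limit; inconclusive = change between -60% and -40%, or beyond the set limit; inactive = change above -40%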; also: % is scaled to controls: 0 for no effect and ±100 for the full control effect
D1 antagonist: antagonists of human D1 dopamine receptor; P21728; HEK293 TREx D1 cells, calcium flux, dopamine EC80; hits give low values; activity change, negative = inhibition, % at 10 µM; 3.2% of 360,000 active; in the data active = activity change below about -30%; also: % is scaled to controls: 0 for no effect and ±100 for the full control effect
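Calcium flux readout: force-coupled, inducible Hek293 Trex D1 line, cells induced overnight at 30 C with tetracycline, dye-loaded 30–90 min at RT. Antagonism scored against EC80 dopamine challenge given 180 s after compound.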
D1 potentiator: potentiators of human D1 dopamine receptor. potentiation, % at 10 µM. 0.036% of 360,000 active. AID 504651. P21728. HEK293 TREx D1 cells, calcium flux, dopamine EC20 potentiation; in the data active = potentiation above about 30%; also: 0% is about no effect
Vif-A3F inh: Vif-A3F binding inhibition; HeLa A3F-eYFP + Vif (tagged APOBEC3F with the HIV-1 protein that degrades it), YFP fluorescence increase; Potency, µM (doses to about 46.1 µM), inactives show at the top dose activity, negative = active; 0.2% of 390,000 active; AID 602313; also: potency is read from the fitted curve at half-maximal effect; % of control where 0% means no effect; nearly all actives have a fitted effect of over 65% in size
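HeLa cells stably expressing Vif plus C-terminally eYFP-tagged A3F were seeded, incubated overnight at 37 deg C, dosed with compound, incubated overnight again at 37 deg C. Yellow fluorescence (Ex 488/Em 500-530) reported blocked Vif-mediated A3F-eYFP degradation.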
D1 agonist: human D1 receptor agonism | HEK293 T-REx D1 cells, calcium flux, agonist mode | activation, % at 2 µM | 1% of 360,000 active | AID 504660; in the data active = activation above about 30%; also: 0% is about no effect
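Inducible HEK293 T-REx D1 cells, force-coupled to calcium signalling, were plated at 4000 cells/well with tetracycline and held overnight at 30 C. After no-wash calcium dye loading, compound-evoked calcium rise over 180 s flagged agonists.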
Vif-APOBEC3G blk: inhibitors of Vif-APOBEC3G interaction; HeLa A3G-eYFP + Vif (tagged APOBEC3G with the HIV-1 protein that degrades it), YFP fluorescence, overnight; Potency, µM (series often up to 46.1 µM), without a hit: top-dose activity, negative = active, usual class: inhibitors; 0.076% of 410,000 active;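 also: potency is read from the fitted curve at half-maximal effect; % is scaled to controls: 0 for no effect and ±100 for the full control effect; nearly all actives have a fitted effect of over 60% in size; hits raise eYFP signal because A3G escapes Vif-driven loss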
Target sequence (Q9HC16 whole entry, looked up): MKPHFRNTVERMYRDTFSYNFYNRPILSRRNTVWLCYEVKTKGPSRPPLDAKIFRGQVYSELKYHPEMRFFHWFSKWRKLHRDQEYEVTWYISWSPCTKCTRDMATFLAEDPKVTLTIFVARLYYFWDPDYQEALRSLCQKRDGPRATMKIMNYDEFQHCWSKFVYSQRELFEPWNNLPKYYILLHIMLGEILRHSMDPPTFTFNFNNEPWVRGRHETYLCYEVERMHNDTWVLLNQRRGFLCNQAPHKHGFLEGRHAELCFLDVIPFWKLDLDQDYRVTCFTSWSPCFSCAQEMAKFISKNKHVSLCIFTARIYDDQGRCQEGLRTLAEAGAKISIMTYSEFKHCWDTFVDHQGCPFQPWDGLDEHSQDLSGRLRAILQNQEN
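HeLa cells stably expressing Vif and C-terminally eYFP-tagged A3G, seeded overnight at 37 deg C, then exposed to compound by pintool overnight at 37 deg C. Rise in yellow fluorescence (Ex 488/Em 500-530, Acumen) marks blocked Vif-driven A3G degradation.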
RXFP1 agonist: activates the human relaxin receptor RXFP1; Q9HBX9; HEK293T-RXFP1 cAMP TR-FRET, 30 min; response scale: percent of porcine relaxin response, buffer zero; Potency, µM (series often up to 57.5 µM), inactives show at the highest dose activation, hits mostly activators; 0.3% of 370,000 active; AID 2676; also: potency is read from the fitted curve at half-maximal effect; % is scaled to controls: 0 for no effect and ±100 for the full control effect; nearly all actives have a fitted effect of over 60% in size; many of its hits are not listed in these tables
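Agonist response is measured as cAMP accumulation in an RXFP1-transfected HEK293T line under PDE4 inhibition. Values are scaled between buffer-only and 29 nM porcine relaxin, and EC50s come from standard Hill equation fits.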
Glioma ERSR ind: induces the endoplasmic reticulum stress response in human glioma cells; U87-MG GRP78 promoter luciferase reporter, 16 h; Potency, µM, without a hit: at the top dose activation, most hits filed as activators; 0.02% of 420,000 active; AID 602332; also: potency is read from the fitted curve at half-maximal effect; series mostly up to about 76 µM; % of control where 0% means no effect; nearly all actives have a fitted effect of over 35% in size
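Stably transfected U87-MG human glioma cells carrying a GRP78-based luminescent sensor were seeded at 1000 cells/well, pin-dosed with compounds and incubated 16 h. Luciferase reagent was then added, and end-point luminescence was read after 10 min at room temperature.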
D2 PAM: positive allosteric modulators of human D2 dopamine receptor | P14416 | HEK293 T-REx D2, calcium flux, EC20 dopamine potentiation | potentiation, % at 10 µM | 0.34% of 340,000 active | AID 485347;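 active = potentiation over 3 SD above the plate norm, cut at about 30% in these data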; also: 0% is about no effect
Target sequence (P14416 whole entry, looked up): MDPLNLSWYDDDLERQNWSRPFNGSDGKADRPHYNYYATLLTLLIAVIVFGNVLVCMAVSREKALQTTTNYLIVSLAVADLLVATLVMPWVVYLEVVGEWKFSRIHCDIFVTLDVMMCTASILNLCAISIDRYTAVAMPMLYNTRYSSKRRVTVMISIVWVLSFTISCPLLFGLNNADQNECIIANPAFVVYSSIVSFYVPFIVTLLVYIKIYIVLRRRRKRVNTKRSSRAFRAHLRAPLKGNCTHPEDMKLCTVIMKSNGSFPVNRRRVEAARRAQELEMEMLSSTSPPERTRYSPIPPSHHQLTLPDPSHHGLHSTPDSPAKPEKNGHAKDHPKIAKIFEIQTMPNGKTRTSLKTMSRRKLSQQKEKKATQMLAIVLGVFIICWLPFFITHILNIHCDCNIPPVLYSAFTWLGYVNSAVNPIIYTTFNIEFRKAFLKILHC
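Using a no-wash calcium dye in inducible, force-coupled HEK293 Trex cells expressing D2, we tracked fluorescence each second for 180 s after compound, then for 180 s after EC20 dopamine to detect augmented signalling.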
The depositor's hits bear a star; ? = inconclusive; · = no result given. Unless noted, calls follow the shape of the dose curve; as a rule, active = well fitted curve in the direction sought with a large enough effect; inconclusive = small, poorly fitted or top-dose-only effect, or another doubt; inactive = no such curve, though single readings can be large; an effect the other way counts as inactive or inconclusive. A portion of the library; the hit share may differ from the screen's.

SMILES | RXFP1 antagonist | D1 antagonist | D1 potentiator | Vif-A3F inh | D1 agonist | Vif-APOBEC3G blk | RXFP1 agonist | Glioma ERSR ind | D2 PAM
CC(=O)Nc1ccccc1OCCOc1ccc(Br)cc1 | -15 | -2 | -2 | -1% | 15 | -4% | 0.5% | 6% | 3
CCCn1c(C)cc(C(=O)COc2ccc(-c3nnco3)cc2)c1C | -5 | 3 | 5 | -12% | 3 | 4% | -0.5% | -2% | ·
COc1ccccc1NC(=O)CN1CCN(C(=O)C2CCCO2)CC1 (stereo not drawn) | -6 | -23 | 1 | 4% | 3 | -2% | 0.5% | -2% | 6
CC1CN(C(=O)CCC(=O)NCc2cccnc2)c2ccccc2O1 (stereo not drawn) | -2 | 6 | 9 | 1% | 7 | 4% | 2.3% | -1% | 12
O=c1c2ccccc2c(=O)n(-c2ccccc2)n1CCCCBr | -4 | · | · | -23% | · | 1% | · | -10% | ·
Cc1ccc(CNC(=O)CN2C(=O)COc3ccc(S(=O)(=O)N4CCC(C)CC4)cc32)o1 | 3 | 9 | 4 | -3% | 1 | 4% | 1.2% | -4% | 5
Cc1cccc(Nc2nnc(SCC(=O)NCC3CCCO3)s2)c1C (stereo not drawn) | -6 | · | · | -10% | · | 0% | · | -1% | ·
Cc1ccc(-c2nn(CC(=O)NCc3ccccc3)c3c2cnc2ccc(F)cc23)cc1C | -11 | -11 | -5 | -2% | 5 | 0% | 1.7% | 2% | 9
CCc1ccc(NC2=NC(C(=O)NC3CCCCC3)CC(=O)N2)cc1 (stereo not drawn) | 8 | -7 | 1 | 2% | 0 | 2% | 0.0% | -3% | -2
Cc1c(C(=O)N2CCCCC2)oc2ccc(Br)cc12 | -13 | 0 | -4 | 6% | 2 | 3% | 0.3% | 3% | ·

Single records, as listed above. Screens in order: RXFP1 antagonist | D1 antagonist | D1 potentiator | Vif-A3F inh | D1 agonist | Vif-APOBEC3G blk | RXFP1 agonist | Glioma ERSR ind | D2 PAM
Shown for `Cc1ccc(-c2nn(CC(=O)NCc3ccccc3)c3c2cnc2ccc(F)cc23)cc1C` → -11 | -11 | -5 | -2% | 5 | 0% | 1.7% | 2% | 9
Shown for `O=c1c2ccccc2c(=O)n(-c2ccccc2)n1CCCCBr` → -4 | · | · | -23% | · | 1% | · | -10% | ·

The list goes on:
SMILES | RXFP1 antagonist | D1 antagonist | D1 potentiator | Vif-A3F inh | D1 agonist | Vif-APOBEC3G blk | RXFP1 agonist | Glioma ERSR ind | D2 PAM
COCCN(C(=O)c1cccc(N2C(=O)CCC2=O)c1)c1nc(-c2ccc([N+](=O)[O-])cc2)cs1 | -18 | -15 | -3 | -13% | 10 | -2% | 1.7% | -4% | -1
C[C@H](NC(=O)c1[nH]cnc1C(=O)Nc1ccccc1F)c1ccccc1 | 7 | · | · | -1% | · | -6% | · | -4% | ·
COc1ccc(N2CCN(C(=O)c3cc4cc(Cl)ccc4[nH]3)CC2)cc1 | -14 | 4 | -4 | -1% | 0 | 2% | 10% | 0% | 16
COc1ccc(CC(=O)OCC(=O)NC2CCCC(C)C2C)cc1 (stereo not drawn) | -11 | · | · | 0% | · | 4% | · | -1% | ·
COc1cccc(CCNC(=O)CC2C(=O)NCCN2Cc2ccc(C)o2)c1 (stereo not drawn) | -5 | 3 | -6 | 1% | 1 | -2% | 2.7% | 2% | 1
C/C(=N/NC(=O)C1CCCN1C(=O)c1ccc([N+](=O)[O-])cc1)c1ccc(Br)cc1 (stereo not drawn) | -11 | -8 | -4 | 2% | 2 | -1% | 4.9% | -2% | -2
COc1ccccc1N=Nc1c(O)[nH]c2ccc(Br)cc12 | 1 | -60* | -5 | -28% | 4 | -12% | 0.3% | -1% | -6
COC(=O)CCC(=O)Nc1ccc(S(=O)(=O)N2CCCCCC2)cc1 | -10 | -7 | 1 | 1% | 0 | 2% | 0.3% | -3% | 2
CC(=O)c1cc(CC=C(C)C)c(O)cc1O | 2 | 14 | -4 | -1% | 5 | 0% | -0.3% | -3% | 12
CN(CC1CCCN(CCc2cccc(C(F)(F)F)c2)C1)C(=O)c1ccc2nc[nH]c2c1 (stereo not drawn) | 9 | -9 | -1 | 3% | 1 | 0% | 2.1% | 1% | -19
COc1ccccc1NC(=O)C12CCC(C)(C(=O)C1)C2(C)C (stereo not drawn) | -1 | 6 | -1 | -1% | -1 | 5% | 5.6% | -2% | -8
CN1C(C(=O)NCc2cccc(C(F)(F)F)c2)CC2Cn3c(nc4cc(Cl)c(Cl)cc43)C21 (stereo not drawn) | · | 10 | 6 | 4% | 4 | 3% | -4.0% | -4% | 8
COc1ccc(Cc2nnc(N/N=C/c3ccc(Br)cc3)[nH]c2=O)cc1OC | 5 | 3 | 5 | -1% | 0 | 0% | -1.9% | -5% | 16
CNC(=O)C[C@H]1C(=O)N(C2CCCCC2)C[C@@H]1C | -4 | · | · | -13% | · | -8% | · | -5% | ·
Cc1sc2ncn(CC(=O)OC(C)C)c(=O)c2c1C | · | 1 | -1 | · | 1 | · | 2.6% | · | -4
CCOc1cc(C(=O)NN=C2CCCC2)cc(OCC)c1OCC | 1 | -3 | -6 | -16% | 1 | ? | 1.8% | -6% | 2
O=C(Cn1c(=O)n(Cc2ccccc2)c(=O)c2cc(Cl)ccc21)NCC1CCCO1 (stereo not drawn) | -8 | 0 | -1 | 12% | 0 | -1% | 0.1% | -6% | 13
CCCCOC(=O)c1cc(-c2ccc(/C=N/n3cnnc3)o2)ccc1Cl | 9 | · | · | -9% | · | -3% | · | 3% | ·
CCOc1ccc(NC(=O)CC2C(=O)N(C)C(=S)N2Cc2ccc3c(c2)OCO3)cc1 (stereo not drawn) | -10 | -4 | 3 | -3% | 5 | 2% | -0.3% | -5% | 18
COc1cc(C(=O)OCC(=O)N(CC(C)C)C2CCS(=O)(=O)C2)ccc1OCC(C)C (stereo not drawn) | 1 | 2 | 4 | -10% | 2 | 0% | 3.0% | 0% | -6
COc1cc(O)ccc1C(=O)CCc1ccc(O)cc1 | 7 | -6 | -7 | -6% | 4 | -3% | 1.4% | -3% | 3
COC(=O)c1ccccc1NS(=O)(=O)c1cc2c3c(c1)CC(=O)N3CCC2 | -14 | · | -2 | 1% | 2 | -4% | -0.2% | -4% | 11
COc1ccc(S(=O)(=O)N2CCc3ccccc32)cc1C(=O)N1CCOCC1 | 7 | 3 | 4 | -10% | 2 | -1% | -0.6% | -1% | 5
Cc1ccc2c(CC(=O)N(Cc3ccc(Cl)cc3)Cc3ccco3)coc2c1 | -30 | -22 | -1 | · | 33* | · | 0.4% | · | 3
COc1ccc(Cl)cc1NC(=O)c1oc(C)nc1C | 12 | 21 | -1 | -16% | -3 | -3% | 2.3% | -2% | 1
COc1ccccc1-n1c(-c2ccco2)n[nH]c1=S | 1 | 2 | 7 | 20% | 3 | -1% | 3.0% | -9% | -5
CCCOc1ccc(/C(O)=C2/C(=O)C(=O)N(CCCn3ccnc3)C2c2ccco2)cc1 (stereo not drawn) | -7 | -8 | 2 | · | 3 | 0% | 20% | 3% | -8
COc1ccc(NC(=O)C(C)N2c3cccc4cccc(c34)S2(=O)=O)cc1 (stereo not drawn) | 9 | 16 | -1 | 2% | 3 | -1% | 3.8% | 2% | -1
Cc1nnsc1C(=O)N1CCCC(C(=O)c2ccc(C(F)(F)F)cc2)C1 (stereo not drawn) | -3 | -17 | -5 | -1% | 0 | -1% | -0.2% | -1% | 2
CN(Cc1ccc(F)cc1)S(=O)(=O)c1nnc(NC(=O)c2ccccc2Cl)s1 | -38 | -7 | -2 | -2% | 12 | 2% | 23% | 4% | -4
CCc1cccc(NC(=O)CN2CCCN(Cc3cccc(C)c3)S2(=O)=O)c1 | -18 | -1 | 1 | -2% | 5 | 1% | -0.6% | -3% | -1
Cc1ccc(NC(=O)c2cc(S(=O)(=O)NCCC3=CCCCC3)ccc2F)cc1 | · | -16 | 0 | -22% | 7 | 1% | 0.2% | -2% | 11
Cc1cc(C)nc(SCC(=O)c2cc3ccccc3oc2=O)n1 | 5 | -20 | -7 | -13% | 5 | 0% | 2.5% | 4% | 19
CCOC(=O)c1ccc(NC(=O)CCOc2ccccc2)cc1 | -11 | -9 | 3 | 0% | 6 | -6% | -1.9% | -1% | 2
C/C(=N\NC(=O)c1c(C)nc2ccccn12)c1ccco1 | 4 | 8 | 0 | -6% | 2 | -1% | 9.2% | 1% | 10
CCn1c(CC(=O)Nc2ccccc2F)nnc1SCC(=O)N1CCN(c2ccccc2)CC1 | -2 | -19 | 2 | -5% | 0 | -1% | 1.8% | -1% | -7
O=c1cc(-c2ccc(C3CCCCC3)cc2)[nH][nH]1 | ? | 24 | 7 | 9% | 6 | 2% | -0.5% | -3% | 4
CCOC(=O)c1sc2ccccc2c1S(=O)(=O)N1CCN(c2ccccc2F)CC1 | -14 | 23 | 11 | -6% | 8 | -6% | 9.4% | -3% | -10
O=C(NCC1CCCO1)C(c1ccccn1)N(Cc1ccccc1Cl)C(=O)CN1C(=O)c2ccccc2S1(=O)=O (stereo not drawn) | 1 | 0 | -5 | -6% | 1 | -7% | 6.3% | -5% | 7
CN(c1ccccc1)S(=O)(=O)c1cccc(NC(=O)CCNC(=O)c2ccc([N+](=O)[O-])cc2)c1 | -22 | · | · | -12% | · | -6% | · | -3% | ·
Cn1c(SCC(=O)N2CCc3ccccc3C2)nnc1-c1ccncc1 | 0 | 12 | 3 | -6% | 5 | 5% | 0.4% | -4% | -2
Clc1cc2nc(-c3cccnc3Cl)[nH]c2cc1Cl | 1 | -11 | -8 | ? | 4 | -1% | 3.3% | 1% | 2
Cc1ccc(NC(=O)CCN2C(=O)c3ccccc3Sc3ncccc32)c(Cl)c1 | 3 | -8 | -6 | 4% | 14 | 4% | 0.7% | -1% | -7
CCCCc1cc(=O)oc2cc(OCc3nn[nH]n3)ccc12 | -10 | -6 | 1 | 8% | 3 | 1% | -0.6% | -1% | 6
COc1ccc(S(=O)(=O)NCCSCc2ccccc2C)cc1Br | -10 | 7 | 3 | 16% | 7 | 1% | 2.3% | -2% | -7
Cc1ccc2[nH]c(=O)c(CN(Cc3ccco3)S(=O)(=O)c3c(C)ccc4nsnc34)cc2c1 | 0 | 4 | 0 | -4% | 0 | 0% | -0.7% | -7% | 13
CCCc1nnc(NC(=O)Cn2c(=O)oc3cc(Br)ccc32)s1 | 3 | -9 | -1 | 2% | 62* | -4% | 0.9% | -3% | 10

Assay outcomes (PubChem)
